Screening results deposited in PubChem by National Center for Advancing Translational Sciences (NCATS).
TGFb inhibitor: inhibitors of TGF-b signaling; HepG2 CAGA-GFP TGF-b/SMAD3 reporter, GFP fluorescence, 18 h; TGF-beta stimulated, 500 pg/mL final; Potency, µM (doses to about 46.1 µM), without a hit: top-dose activity, negative = inhibition, most hits filed as inhibitors; actives 1.2% (n = 410,000); AID 588855; also: potency is read from the fitted curve at half-maximal effect; % is scaled to controls: 0 for no effect and ±100 for the full control effect; nearly all actives have a fitted effect of over 65% in size
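GFP signal (ex488/em500-530) from TGF-beta-stimulated HEPG2 CAGA-GFP cells, 500 pg/mL final, 18 h at 37 degrees C in DMEM plus 1% FBS, normalized to unstimulated and DMSO-stimulated controls.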
Nrf2 activator: Nrf2 pathway activation | AID 624171 | AREc32 ARE-luciferase reporter (MCF7-derived line), luminescence, 24 h | Potency, µM (doses to about 46.1 µM), without a hit: top-dose activation, most hits filed as activators | actives 0.31% (n = 410,000); also: potency is read from the fitted curve at half-maximal effect; % of control where 0% means no effect; nearly all actives have a fitted effect of over 65% in size
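Each well held 1000 AREc32 cells, which were incubated with compound for 24 hr at 37 deg C after overnight attachment, and ARE reporter activity was quantified by firefly luciferase luminescence.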
A549 tox: counter-screen for Nrf2 inhibitors: cytotoxicity in A549 cells; AID 504648; actives 0.16% (n = 390,000); A549 ARE-Fluc cells, CellTiter-Fluor viability, 18-24 h; Potency, µM (series often up to 46 µM), inactives show at the highest dose activity change, negative = cytotoxicity, usual class: inhibitors; also: potency is read from the fitted curve at half-maximal effect; % is scaled to controls: 0 for no effect and ±100 for the full control effect
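A549 ARE-Fluc cells in 5% FBS OPTI-MEM, 5000 cells/well, rested 2 h then exposed to compounds in concentration-response for 18-24 h at 37 °C. Viability by CellTiter-Fluor fluorescence (Ex 405/Em 525) after 30 min; luciferase luminescence (BugLite, 15 min, RT) read afterwards.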
Nrf2 inh: Nrf2 pathway inhibition; A549 ARE-Fluc reporter, luciferase luminescence, 18-24 h; Potency, µM (top dose mostly 46 µM), without a hit: at the top dose activity change, negative = inhibition, actives largely listed as inhibitors; actives 2.1% (n = 360,000); also: potency is read from the fitted curve at half-maximal effect; % is scaled to controls: 0 for no effect and ±100 for the full control effect; nearly all actives have a fitted effect of over 60% in size
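Cells were seeded and rested 2 h, then exposed to compounds for 18-24 h. CellTiter-Fluor was read first as a viability measure. BugLite was added 15 min before the final luminescent read of ARE-luciferase activity in A549 cells.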
Akt phos inh: Akt phosphorylation inhibition. Neuro2A IGF-stimulated pAkt S473 HTRF, 20 min; active compounds read low. activity change, % for hits at 50 µM. actives 0.32% (n = 360,000); in the data active = activity change below about -80%; inconclusive = mostly about -51% to -80%; also: % is scaled to controls: 0 for no effect and ±100 for the full control effect
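Neuro2A cells (4,500/well, DMEM with 0.5% FBS) were treated with compound at a single 50 µM final concentration, stimulated with 6 nM IGF for 20 min at 37 °C, and lysed. Phospho-Akt Ser473 was read by HTRF as 665/615 ratio ×10^4.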
HepG2 tox: counter-screen for TGF-b inhibitors: cytotoxicity in HepG2 cells; HepG2 CAGA-GFP viability, ATP luminescence, 18 h; Potency, µM (series often up to 46.1 µM), for inactives: at the highest dose activity change, negative = cytotoxicity, hits mostly cytotoxic; actives 0.76% (n = 410,000); AID 588856; also: potency is read from the fitted curve at half-maximal effect; some results filed as inactive show a strong effect at the top dose
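CellTiter-Glo luminescence gave cytotoxicity after 18 hours at 37 degrees C. The cells were HepG2 CAGA-GFP in 1% FBS DMEM, stimulated with 500 pg/mL TGF-beta after compound addition. %Activity was normalised to no-cell wells (complete cell-killing) and DMSO (no toxicity), and curves were fitted and classified.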
CCT chaperon mod: modulators of cytosolic chaperonin (CCT/TRiC) activity; purified chaperonin ATPase assay, HTRF ADP detection, 30 min; activity change, % (no concentration beside the values), hits read low; actives 0.3% (n = 360,000); in the data active = activity change below about -30%; also: % is scaled to controls: 0 for no effect and ±100 for the full control effect
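We incubate TRiC, 40 or 20 nM final, with library compounds at 76 uM and 10 uM ATP for 30 min at 37 °C. ADP formed is detected with Transcreener HTRF reagents after 30 min at room temperature.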
MmCpn inh: M. maripaludis TRiC chaperonin inhibition | purified Mm-Cpn ATPase, ADP Transcreener TR-FRET | Potency, µM (doses to about 76.9 µM), without a hit: top-dose activity, negative = inhibition, actives largely listed as inhibitors | AID 504842 | actives 0.031% (n = 330,000); also: potency is read from the fitted curve at half-maximal effect; % is scaled to controls: 0 for no effect and ±100 for the full control effect; nearly all actives have a fitted effect of over 80% in size
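25 nM Mm-CPN + cpd, 10 min 37°C; + 10 uM ATP, 30 min 37°C; buffer 30 mM Tris pH 7.4, 100 mM KCl, 5 mM MgCl2, 1 mM DTT; Transcreener ADP HTRF detection 30 min RT.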
Abeta yeast res: restores growth of yeast expressing A-beta42 peptide. yeast expressing A-beta42, growth rescue, OD600, 48 h; response scale: 0% DMSO, 100% iron-clioquinol control. Potency, µM (titrated, usually from 46.1 µM), for the others: at the highest dose growth rescue, hits mostly activators. actives 0.063% (n = 410,000); also: potency is read from the fitted curve at half-maximal effect; nearly all actives have a fitted effect of over 55% in size
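Yeast A-beta toxicity model in growth medium with pinned compounds, 48 h at 30 C; growth read as absorbance at 600 nm. Normalized to FeCl3/clioquinol equimolar mix (positive) and DMSO (negative).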
Active calls of the source: *; i = inactive; ? = inconclusive; nt = not tested or not shown; [ ] = dose if it differs, or a comment. Unless noted, calls follow the shape of the dose curve; as a rule, active = well fitted curve in the direction sought with a large enough effect; inconclusive = small, poorly fitted or top-dose-only effect, or another doubt; inactive = no such curve, though single readings can be large; an effect the other way counts as inactive or inconclusive. Outcome played no part in choosing rows, and some 4.3% of all compounds hit somewhere here.

SMILES	TGFb inhibitor	Nrf2 activator	A549 tox	Nrf2 inh	Akt phos inh	HepG2 tox	CCT chaperon mod	MmCpn inh	Abeta yeast res
COc1ccccc1/C=N/NC(=O)C(C)Cn1cnc2ccccc21 (stereo not given)	4%	0.0%	-3%	12%	i	0%	0.0	1%	-1%
CCOC(=O)C1=C(COC(=O)Cc2ccccc2F)NC(=O)NC1C (stereo not given)	-20%	-0.1%	0%	11%	i	-10%	0.1	1%	-1%
O=C(O)COCC(=O)NCc1nc(-c2ccc(C(F)(F)F)cc2)no1	0%	2.0%	12%	8%	i	10%	-3.2	1%	10%
C=CCn1c(=O)n(C)c2c(=O)n(C)c(=O)n(C)c21	4%	-0.1%	14%	28%	i	0%	-1.8	nt	-9%
O=C(c1ccccc1F)N1CCc2ccccc21	-8%	-0.5%	-6%	-7%	i	-23%	-2.3	2%	12%
Cc1ccc(NC(=O)COc2ccc(-n3cnnn3)cc2)cc1C	-26%	0.4%	-8%	0%	nt	-6%	-1.2	0%	7%
Cc1cccc(NC(=O)c2cc3c(=O)n4ccccc4nc3n2C)c1C	1%	-1.0%	-10%	-15%	nt	5%	nt	nt	3%
CC1=C(C(=O)OCc2ccccc2)C(c2ccc(C)o2)C2=C(CCCC2=O)N1 (stereo not given)	25%	2.4%	-19%	-29%	i	-41%	-2.1	-2%	-23%
O=C(Nc1ccnn1C1CCNCC1)c1ccc2c(c1)OCO2	6%	0.2%	2%	3%	i	-1%	2.6	nt	-2%
Cn1cccc1-c1nc2ccccc2n1C	?	1.8%	-10%	-10%	i	0%	2.7	-2%	21%
Cc1cccc(C)c1NC(=O)CN(C)CC(=O)Nc1ccc(F)c(Cl)c1	-4%	0.0%	5%	13%	i	-2%	-4.0	4%	-9%
CC(Oc1ccc(-c2ccccc2)cc1)C(=O)N1CCOCC1 (stereo not given)	14%	3.7%	-6%	nt	i	1%	1.4	-2%	14%
Cc1noc(NS(=O)(=O)c2ccc(NS(=O)(=O)c3ccc(Cl)cc3)cc2)c1C	9%	-0.1%	0%	0%	i	-4%	0.2	0%	5%
CCc1ccc(NC(=O)CN(c2cccc(C)c2)S(C)(=O)=O)cc1	-12%	0.0%	-8%	?	i	-21%	0.4	1%	5%
CCN(C(=O)CSc1nc(-c2ccccc2)c(-c2ccccc2)[nH]1)C1CCS(=O)(=O)C1 (stereo not given)	15%	1.1%	-7%	?	i	1%	-4.4	0%	7%
Brc1ccc(CSc2nnc(-c3cnccn3)n2Cc2ccco2)cc1	-26%	3.3%	?	3%	i	-4%	2.5	-4%	0%
Cc1cccc(-c2nn3c(=O)cc(CN4CCN(S(=O)(=O)c5ccc(Cl)cc5)CC4)nc3s2)c1	-18%	13%	-7%	nt	nt	-21%	nt	nt	6%
CCC(=O)Nc1sccc1C(=O)OC	17%	-0.1%	16%	12%	i	-8%	-1.4	0%	-2%
Nc1nc(NCC2CCCO2)nc(NCC2CCCO2)c1[N+](=O)[O-] (stereo not given)	-1%	0.4%	-2%	-6%	i	1%	0.3	-2%	-4%
CC1CC2C(C(O)CC3(C)C2CCC3(O)C(=O)CO)C2(C)C=CC(=O)C=C12 (stereo not given)	36%[activator]	-0.2%	-5%	0.046µM*	i	5%	1.5	nt	3%
N#Cc1c(C(F)(F)F)cc(-c2ccccc2)nc1SCC(=O)N1CCOCC1	13%	0.2%	2%	9%	nt	-10%	-3.9	-6%	2%
COc1ccc(-n2c(SCC(=O)NNC(=O)c3ccc(C)cc3)nnc2-c2ccncc2)cc1	?	-0.6%	1%	29%	i	7%	-0.5	1%	1%
O=C(Nc1ccc(N2CCOCC2)nc1)c1ccc(C(F)(F)F)cc1	-9%	0.1%	-30%	?	i	-19%	-0.5	0%	-5%
CCOC(=O)N1CCN(C(=O)CC(C)S(=O)(=O)c2cc3c(cc2C)NC(=O)CO3)CC1 (stereo not given)	-2%	-1.1%	4%	6%	i	-10%	-1.5	-1%	1%
COc1ccc(/C=C/C(=O)NCCc2ccc(S(N)(=O)=O)cc2)cc1	9%	-0.1%	-2%	0%	i	10%	-2.6	0%	26%
COC(=O)c1ccc(C23CC4(C2)[C@H](CN(C)[C@@H]4c2ccccc2)C3c2ccc(C(F)(F)F)cc2)cc1 (stereo not given in full)	1%	-0.6%	-2%	17%	i	-3%	-0.2	2%	-1%
Cc1cc2c(cc1S(=O)(=O)N(CCN(C)C)Cc1ccccc1)OCC(=O)N2	0%	0.2%	11%	nt	nt	-13%	nt	nt	1%
O=C(Oc1ccc(-c2nnco2)cc1)c1ccco1	16%	0.0%	6%	4%	i	17%	2.1	0%	7%
Cc1cc(C)cc(OCCn2ccnc2)c1	-8%	0.1%	-18%	-15%	i	-13%	-73*	-1%	-7%
Cc1ccc(OCC(=O)Nc2ccc(N(C)C)cc2)cc1	0%	8.1%	-11%	-6%	i	13%	2.2	1%	-1%
CCOC(=O)Cn1cnc2c(nnn2-c2ccccc2)c1=O	4%	-1.1%	0%	4%	i	-3%	-0.8	0%	6%
COC(=O)c1[nH]c2cccc(C)c2c1NC(=O)CN1CCN(C(=O)c2ccco2)CC1	-31%	-2.1%	-2%	nt	i	-11%	-2.4	-1%	-19%
COc1cc(OC)cc(-c2nnc(NC(=O)CCS(=O)(=O)c3ccc(C)cc3)o2)c1	?	?	-1%	-19%	i	-14%	1.1	-1%	-8%
O=C(C1CC(=O)N(c2ccc(Cl)cc2)C1)N1CCCCCC1 (stereo not given)	5%	0.2%	1%	4%	i	13%	0.6	3%	-14%
CCOC(=O)c1cc(S(=O)(=O)N2CCN(c3ccc(OC)cc3)CC2)[nH]n1	-11%	0.5%	3%	nt	nt	-24%	nt	nt	-22%
CCCc1c(C(=O)N/N=C(/C)c2ccncc2)nnn1-c1nonc1N	3%	-0.7%	2%	-9%	i	-18%	-4.8	0%	3%
CCN(CC)Cc1c(C(=O)N/N=C/c2ccccn2)nnn1-c1nonc1N	-20%	0.4%	0%	6%	i	-11%	-3.6	1%	9%
Cn1c(SCC(=O)Nc2ccccc2C(F)(F)F)nc2c(c1=O)SCC2	-13%	0.3%	-1%	?	i	-22%	-2.8	-3%	5%
CCN(CC)CCNC(=O)c1ccc(NC(=O)Cc2ccc(OC)c(S(=O)(=O)N3CCOCC3)c2)cc1	15%	-0.1%	1%	2%	i	4%	1.2	nt	-12%
COc1ccc(CNC(=O)C(=O)NCC2OCCN2S(=O)(=O)c2cccs2)cc1 (stereo not given)	9%	3.2%	-18%	-7%	i	-37%	0.1	-1%	10%

Filtered by structure, the compounds so far with an aryl methoxy group
SMILES	TGFb inhibitor	Nrf2 activator	A549 tox	Nrf2 inh	Akt phos inh	HepG2 tox	CCT chaperon mod	MmCpn inh	Abeta yeast res
COc1ccccc1/C=N/NC(=O)C(C)Cn1cnc2ccccc21 (stereo not given)	4%	0.0%	-3%	12%	i	0%	0.0	1%	-1%
COc1ccc(-n2c(SCC(=O)NNC(=O)c3ccc(C)cc3)nnc2-c2ccncc2)cc1	?	-0.6%	1%	29%	i	7%	-0.5	1%	1%
COc1ccc(/C=C/C(=O)NCCc2ccc(S(N)(=O)=O)cc2)cc1	9%	-0.1%	-2%	0%	i	10%	-2.6	0%	26%
COc1cc(OC)cc(-c2nnc(NC(=O)CCS(=O)(=O)c3ccc(C)cc3)o2)c1	?	?	-1%	-19%	i	-14%	1.1	-1%	-8%
CCOC(=O)c1cc(S(=O)(=O)N2CCN(c3ccc(OC)cc3)CC2)[nH]n1	-11%	0.5%	3%	nt	nt	-24%	nt	nt	-22%
CCN(CC)CCNC(=O)c1ccc(NC(=O)Cc2ccc(OC)c(S(=O)(=O)N3CCOCC3)c2)cc1	15%	-0.1%	1%	2%	i	4%	1.2	nt	-12%
COc1ccc(CNC(=O)C(=O)NCC2OCCN2S(=O)(=O)c2cccs2)cc1 (stereo not given)	9%	3.2%	-18%	-7%	i	-37%	0.1	-1%	10%

Results in A549 tox, for two of the compounds above:
compound	A549 tox
Cn1c(SCC(=O)Nc2ccccc2C(F)(F)F)nc2c(c1=O)SCC2	-1%
COc1ccc(CNC(=O)C(=O)NCC2OCCN2S(=O)(=O)c2cccs2)cc1 (stereo not given)	-18%
